CCT modulator = cytosolic chaperonin activity modulation; 360,000 compounds, 0.3% hits; activity change, % (test concentration not listed), hits read low; AID 651819; purified chaperonin ATPase assay, HTRF ADP detection, 30 min; in the data active = activity change below about -30%; note: % is set by controls: 0 for no effect and ±100 for the full control effect
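We incubate TRiC, 40 or 20 nM final, with library compounds at 76 uM and 10 uM ATP for 30 min at 37 °C. ADP formed is detected with Transcreener HTRF reagents after 30 min at room temperature.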
Abeta rescue = A-beta toxicity reversal in yeast | yeast expressing A-beta42, growth rescue, OD600, 48 h; response scale: 0% DMSO, 100% iron-clioquinol control | Potency, µM (highest dose often 46.1 µM), for inactives: top-dose growth rescue, hits mostly activators | 410,000 compounds, 0.063% hits; note: potency is the fitted concentration of half-maximal effect; nearly all actives have a fitted effect of over 55% in size
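Yeast growth medium received pinned compounds, then yeast cells expressing toxic A-beta were added; plates incubated at 30 C for 48 hr. Growth read as absorbance at 600 nm, normalized to DMSO and equimolar FeCl3 plus clioquinol controls.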
TGFb inhibitor = blocks TGF-b signaling; HepG2 CAGA-GFP TGF-b/SMAD3 reporter, GFP fluorescence, 18 h; TGF-beta stimulated, 500 pg/mL final; Potency, µM (highest dose often 46.1 µM), for the others: at the top dose activity, negative = inhibition, hits mostly inhibitors; 410,000 compounds, 1.2% hits; AID 588855; note: potency is the fitted concentration of half-maximal effect; % is set by controls: 0 for no effect and ±100 for the full control effect; nearly all actives have a fitted effect of over 65% in size
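Cell-based qHTS in HEPG2 carrying a CAGA-GFP Smad reporter; compounds added before 500 pg/mL final TGF-beta, 18 h incubation at 37 degrees C, GFP fluorescence quantified per cell by imaging cytometry.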
Mm-Cpn inhibitor = inhibitors of Methanococcus maripaludis chaperonin (MmCpn); purified Mm-Cpn ATPase, ADP Transcreener TR-FRET; Potency, µM (top dose mostly 76.9 µM), for the others: at the top dose activity, negative = inhibition, actives largely listed as inhibitors; 330,000 compounds, 0.031% hits; note: potency is the fitted concentration of half-maximal effect; % is set by controls: 0 for no effect and ±100 for the full control effect; nearly all actives have a fitted effect of over 80% in size
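Compound-treated chaperonin, 25 nM final, turns over 10 uM ATP at 37°C for 30 min following a 10 min preincubation; ADP generated competes with ADP-d2 for Eu-cryptate antibody, lowering FRET.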
HepG2 viability = counter-screen for TGF-b inhibitors: cytotoxicity in HepG2 cells. HepG2 CAGA-GFP viability, ATP luminescence, 18 h. 410,000 compounds, 0.76% hits. Potency, µM (titrated, usually from 46.1 µM), inactives show at the highest dose activity change, negative = cytotoxicity, most hits filed as cytotoxic; note: potency is the fitted concentration of half-maximal effect; some results filed as inactive show a strong effect at the top dose
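HepG2 CAGA-GFP cells (1000/well, DMEM with 1% FBS) received compound, then TGF-beta at 500 pg/mL final, and were incubated 18 hours at 37 degrees C. Viability was read by CellTiter-Glo luminescence. Media-only wells were set as complete cell-killing and DMSO as no toxicity.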
A549 viability = counter-screen for Nrf2 inhibitors: cytotoxicity in A549 cells. A549 ARE-Fluc cells, CellTiter-Fluor viability, 18-24 h. AID 504648. Potency, µM (doses to about 46 µM), for inactives: at the highest dose activity change, negative = cytotoxicity, usual class: inhibitors. 390,000 compounds, 0.16% hits; note: potency is the fitted concentration of half-maximal effect; % is set by controls: 0 for no effect and ±100 for the full control effect
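A549 ARE-Fluc cells in 5% FBS OPTI-MEM, 5000 cells/well, rested 2 h then exposed to compounds in concentration-response for 18-24 h at 37 °C. Viability by CellTiter-Fluor fluorescence (Ex 405/Em 525) after 30 min; luciferase luminescence (BugLite, 15 min, RT) read afterwards.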
Akt phos inh = inhibitors of Akt phosphorylation. Neuro2A IGF-stimulated pAkt S473 HTRF, 20 min; hits give low values. activity change, % for hits at 50 µM. 360,000 compounds, 0.32% hits; in the data active = activity change below about -80%; inconclusive = mostly about -51% to -80%; note: % is set by controls: 0 for no effect and ±100 for the full control effect
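Neuro2A cells in DMEM with 0.5% FBS, overnight at 37 deg C, given compound at single 50 µM final, then IGF (6 nM final) for 20 min at 37 deg C. Lysed; phospho-Akt Ser473 by HTRF after 24 h, 665/615 ratio.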
Nrf2 inh = blocks Nrf2 signaling. A549 ARE-Fluc reporter, luciferase luminescence, 18-24 h. Potency, µM (top dose mostly 46 µM), without a hit: at the highest dose activity change, negative = inhibition, most hits filed as inhibitors. 360,000 compounds, 2.1% hits; note: potency is the fitted concentration of half-maximal effect; % is set by controls: 0 for no effect and ±100 for the full control effect; nearly all actives have a fitted effect of over 60% in size
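Nrf2 function is reported as luminescence of an ARE-controlled luciferase in A549 cells. Compounds were tested at several concentrations, and a CellTiter-Fluor read on the same wells flagged cytotoxicity.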
Nrf2 ARE act = Nrf2 pathway activation; AREc32 ARE-luciferase reporter (MCF7-derived line), luminescence, 24 h; Potency, µM (series often up to 46.1 µM), for the others: at the highest dose activation, actives largely listed as activators; 410,000 compounds, 0.31% hits; AID 624171; note: potency is the fitted concentration of half-maximal effect; % of control where 0% means no effect; nearly all actives have a fitted effect of over 65% in size
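Luciferase luminescence (Steady-Glo, 30 min at room temperature) served as the read-out of ARE activation in AREc32 cells treated with compounds for 24 hr at 37 deg C.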
* hit, by the source's call; i = inactive; ? = inconclusive; nt = not tested or not shown; & = joins results of further samples; [ ] = another dose, or the depositor's remark. Unless noted, calls come from the whole dose curve; as a rule, active = well fitted curve in the direction sought with a large enough effect; inconclusive = small, poorly fitted or top-dose-only effect, or another doubt; inactive = no such curve, though single readings can be large; an effect the other way counts as inactive or inconclusive.

SMILES	CCT modulator	Abeta rescue	TGFb inhibitor	Mm-Cpn inhibitor	HepG2 viability	A549 viability	Akt phos inh	Nrf2 inh	Nrf2 ARE act
COC(=O)NC(NC(=S)Nc1cccc(C)c1)C(Cl)(Cl)Cl (stereo not given)	-0.9	-7%	?	1%	-10%	0%	i	-11%	0.6%
CCOc1ccc(N(CC(=O)NCc2ccc(C)cc2)S(=O)(=O)c2c(C)[nH]c(=O)[nH]c2=O)cc1	-0.6	4%&-17%	18%&1%	0%	18%&8%	0%&-12%	i	5%&10%	0.3%&0.7%
CCc1ccc(-c2csc(-c3c[nH]c4ccccc34)n2)cc1	-0.9	9%	?	0%	1%	1%	i	?	7.6%
COC(=O)[C@@]1(Cc2ccc(F)cc2)[C@H]2c3cc(C(=O)N(C)C)n(Cc4c(CO)[nH]cc(C)c4=O)c3C[C@H]2CN1C(=O)c1ccccc1	1.0	7%	-16%	0%	3%	-2%	i	-21%	0.2%
COc1ccc(OC)c(-n2c(=S)[nH]c3cc(C(=O)N4CCN(c5ccccc5)CC4)ccc3c2=O)c1	0.5	3%	-7%	-2%	1%	1%	i	-18%	-0.1%
CC(=O)N1CCN(c2ccc(NC(=O)c3ccccc3)cc2)CC1	1.9	9%	-3%	-6%	9%	-4%	i	4%	-0.5%
COc1ccc(/C=C/c2nc(-c3ccccc3O)n(-c3ccccc3)n2)cc1	1.4	-2%	-7%	?	-3%	5%	i	-11%	3.6%
Cc1ccc(S(=O)(=O)Nc2cccc(-c3cn4ccsc4n3)c2)cc1	-1.1	3%	?	-2%	-5%	-24%	i	?	6.6%
CCC(C)NC(=O)CC(c1ccccc1)c1cc(C)ccc1O (stereo not given)	0.4	-4%	18%	-2%	-2%	2%	i	?	-0.6%
CCOc1ccc(S(=O)(=O)N(C)C2CCCCC2)cc1	0.9	-20%	-5%	0%	-18%	11%	i	8%	0.1%
CCOC(=O)C1CCN(C(=O)CSCCSCC(=O)N2CCC(C(=O)OCC)CC2)CC1	1.5	-8%	9%	3%	0%	2%	i	16%	-0.1%
CCc1ccc(N2CC(C(=O)Nc3ccc(C)c(S(=O)(=O)N4CCOCC4)c3)CC2=O)cc1 (stereo not given)	-8.0	13%	?	-2%	-5%	-19%	i	?	2.9%
Cc1cc(OCCN2CCCC2)ccc1C(C)C	0.7	0%	0%	-2%	11%	8%	i	12%	-0.7%
Nc1nonc1C(=O)NCCNS(=O)(=O)c1ccc(Br)cc1	1.0	-1%	-3%	0%	-5%	13%	i	1%	0.2%
CCCNCC1C(Oc2ccc(Cl)cc2Cl)C(=O)N1c1cccc(C)c1C (stereo not given)	-2.6	13%	?	1%	-104%	3%	i	22%	-3.3%
CC(=O)c1ccc(N2CCN(S(=O)(=O)c3cc(-c4cc(C)no4)ccc3C(C)C)CC2)cc1	-0.1	8%	-1%	?	-5%	-7%	i	-26%	1.1%
Cc1c2c(nc3c(C(=O)NC4CC4)cnn13)CCCC2	1.4	3%	?	3%	-20%	3%	i	17%	5.2%
Cc1nc(-c2ccc(S(=O)(=O)Nc3cccc(Cl)c3)cc2)co1	1.5	10%	-15%	0%	-11%	-2%	i	-7%	0.2%
CN(C)CCNC(=O)C1CCN(Cc2cc3ccccc3n2Cc2ccccc2)CC1	nt	-9%	?	nt	11µM*	?	nt	nt	26%
CCOC(=O)c1cc2c(=O)n3ccccc3nc2n(Cc2ccco2)c1=NC(=O)c1cccc(OC)c1	-3.7	0%	-11%	-3%	-1%	-15%	i	?	0.1%

Next part, starting with the last 4 of the part before.
SMILES	CCT modulator	Abeta rescue	TGFb inhibitor	Mm-Cpn inhibitor	HepG2 viability	A549 viability	Akt phos inh	Nrf2 inh	Nrf2 ARE act
Cc1c2c(nc3c(C(=O)NC4CC4)cnn13)CCCC2	1.4	3%	?	3%	-20%	3%	i	17%	5.2%
Cc1nc(-c2ccc(S(=O)(=O)Nc3cccc(Cl)c3)cc2)co1	1.5	10%	-15%	0%	-11%	-2%	i	-7%	0.2%
CN(C)CCNC(=O)C1CCN(Cc2cc3ccccc3n2Cc2ccccc2)CC1	nt	-9%	?	nt	11µM*	?	nt	nt	26%
CCOC(=O)c1cc2c(=O)n3ccccc3nc2n(Cc2ccco2)c1=NC(=O)c1cccc(OC)c1	-3.7	0%	-11%	-3%	-1%	-15%	i	?	0.1%
CCOc1ccc(N(Cc2ccc(C(=O)O)cc2)S(=O)(=O)c2ccc(C)cc2)cc1	-1.7	22%	?	-1%	-1%	-28%	i	4%	2.8%
CC(=O)Nc1ccc(NC(=O)CSc2nnc(-c3ccc4c(c3)OCO4)o2)cc1	1.2	4%	16%	-2%	19%	-4%	i	19%	-0.9%
Cc1cc(NC(=O)c2ccccc2)n(-c2nc3ccccc3[nH]2)n1	-1.7	15%	8%	-3%	-27%	-4%	i	?	0.0%
CC(C)CCOCC(O)CCC(=O)NNC(=S)Nc1ccccc1 (stereo not given)	0.1	8%	6%	4%	11%	3%	i	?	3.4%
COc1cccc(CN(C)C(=O)C23CC4CC(CC(C4)C2)C3)c1	-1.2	-3%	-19%	2%	-19%	-2%	i	-6%	-0.7%
CCc1nc2ccc(C(=O)NC3CCN(Cc4ccccc4)CC3)cn2c1N(C)Cc1cc2ccccc2s1	-1.0	-13%	?	nt	-111%	nt	i	nt	-2.6%
O=C(Nc1ccc([N+](=O)[O-])cc1)Nc1ccon1	-1.7	2%	10µM*	0%	-27%	-12%	i	2%	-0.3%
NNC(=O)CNc1cccc(Br)c1	-1.2	1%	-4%	0%	-16%	8%	i	0%	0.0%
CCN(c1ccccc1)S(=O)(=O)c1cc2c3c(c1)C(C)C(=O)N3CCC2 (stereo not given)	-3.8	1%	-2%	2%	4%	-8%	i	-10%	0.2%
Cc1ccccc1NC(=O)Cn1c(=O)n(C)c2ccccc21	0.0	10%	11%	0%	-4%	-4%	i	4%	-0.9%
O=C(CSc1ccc([N+](=O)[O-])cc1)Nc1cccc(S(=O)(=O)Nc2ccccc2F)c1	-3.1	-19%	?	?	-4%	-8%	i	-9%	0.6%
COc1ccc(Cc2c(O)nc(SCC(=O)c3ccc(OC)cc3)[nH]c2=O)cc1	-0.5	6%	7%	1%	-2%	-5%	i	6%	14%
Cc1cccc(Cc2nnc(CCC(=O)N(C)C3CCOC3)o2)c1 (stereo not given)	1.8	-10%	-1%	-1%	-22%	-4%	i	?	0.3%
O=C(Nc1ccccc1C(=O)O)c1cccc(NC(=O)c2ccco2)c1	-2.0	15%	3%	-2%	3%	-1%	i	-6%	2.3%
Cc1cccc(C)c1NC(=O)Cn1c(SCC(=O)NCc2ccccc2)nc2ccccc21	nt	-14%	12%	nt	1%	-2%	nt	nt	0.3%
Cc1ccc(-c2csc(N)n2)cc1	0.1	-12%	-8%	nt	-2%	-3%	i	?	5.3%
COc1ccc(C2=NN(CCC(=O)NCc3ccc4c(c3)OCO4)C(=O)CC2)cc1	-2.4	16%	-13%	1%	-10%	7%	i	2%	-0.5%[9.22 µM]
COc1ccccc1NC(=S)N1CCN(C(=O)C2CCCO2)CC1 (stereo not given)	0.7	-16%	2%	1%	-6%	21%	i	-6%	-0.9%
CC(C)CCNC(=O)CN(Cc1ccc2c(c1)OCO2)C(=O)CCC(=O)Nc1ccccn1	-4.7	-21%	-19%	2%	13%	0%	i	?	-1.2%
Fc1cccc(C2CC(c3cccc(Br)c3)Nc3nnnn32)c1 (stereo not given)	-1.3	12%	-17%	2%	-12%	-4%	i	?	-0.7%
O=C(C1=C(O)C(=O)N(CCN2CCOCC2)C1c1ccccc1)c1cccs1 (stereo not given)	1.3	3%	-7%	nt	-17%	-10%	i	11%	1.3%
O=C(c1ccc2c(c1)N(Cc1cccc(Cl)c1)C(=O)c1ccccc1S2(=O)=O)N1CCC(Cc2ccccc2)CC1	nt	1%	-20%	nt	-37%	0%	nt	nt	0.0%
CCOC(=O)c1ccc(NC(=O)CNC(=O)c2ccccc2)cc1	1.0	-4%	18%	0%	-5%	10%	i	-25%	-0.4%
CCOC(=O)NC1(C(F)(F)F)N=C(c2ccccc2)NC1=O (stereo not given)	-1.3	-3%	0%	0%	1%	8%	i	11%	-0.5%
Cc1ccc(NC(=O)Cn2c(CCC(=O)O)ccc2-c2cccs2)cc1	-1.4	-4%&13%	17%&-1%	-3%	9%&4%	-2%&0%	i	13%&-3%	-0.7%&-0.3%
Cc1nnc(N2C(=O)c3oc4ccccc4c(=O)c3C2c2cccc(OCCC(C)C)c2)s1 (stereo not given)	nt	2%	-1%	nt	-24%	-11%	nt	8%	0.1%
Cc1ccc(C(O)C(=O)c2ccco2)cc1 (stereo not given)	0.6	-17%	0%	?	7%	5%	i	2%	-0.2%
Cc1ccc(N2CCN(/N=C/c3c(C)nn(-c4ccccc4)c3Cl)CC2)cc1	3.1	-17%	12%	1%	15%	-4%	i	0%	2.7%
Cc1cc(C)n(C(C)CNS(=O)(=O)c2ccc(Cl)cc2)n1 (stereo not given)	-1.8	3%	21%	-2%	-4%	-2%	i	3%	-0.8%
Cc1[nH]nc2oc(=O)c(CCO)c(C)c12	-1.1	7%	-1%	-4%	3%	1%	i	9%	0.2%
COc1ccc(NCc2nnc(SCC(=O)Nc3cccc(C)c3)o2)cc1	-3.4	11%	-3%	-4%	0%	-2%	i	-14%	0.4%
